KCNQ2 inh = KCNQ2 potassium channel inhibitors, primary screen, cell-based, CHO-K1, FluxOR thallium flux, B-score (AID 2156). 20 min; hits give low values. 1.1% of 310,000 active. B-score at 10 µM;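 active = fluorescence ratio B-score at most minus 3 library SDs, with starting brightness B-score within 2 library SDs, cut at about -5.5 in these data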
Kir21 inh = inhibitors of mouse Kir2.1 inward-rectifier potassium channel; HEK293-Kir2.1, FluxOR thallium flux fluorescence; hits give low values; P35561; B-score at 10 µM; 0.85% of 310,000 active;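 active = fluorescence ratio B-score at or below minus 3 SD of library scores, with starting-brightness B-score within 2 SD, cut at about -4.2 in these data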;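 also: channel flux triggered by added potassium and thallium sulfate stimulus; B-score of peak minus minimum fluorescence over baseline after thallium stimulus; more negative B-score means stronger Kir2.1 block with less thallium influx; some compounds called inactive have numbers as strong as hits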
Target sequence (P35561 whole entry, looked up): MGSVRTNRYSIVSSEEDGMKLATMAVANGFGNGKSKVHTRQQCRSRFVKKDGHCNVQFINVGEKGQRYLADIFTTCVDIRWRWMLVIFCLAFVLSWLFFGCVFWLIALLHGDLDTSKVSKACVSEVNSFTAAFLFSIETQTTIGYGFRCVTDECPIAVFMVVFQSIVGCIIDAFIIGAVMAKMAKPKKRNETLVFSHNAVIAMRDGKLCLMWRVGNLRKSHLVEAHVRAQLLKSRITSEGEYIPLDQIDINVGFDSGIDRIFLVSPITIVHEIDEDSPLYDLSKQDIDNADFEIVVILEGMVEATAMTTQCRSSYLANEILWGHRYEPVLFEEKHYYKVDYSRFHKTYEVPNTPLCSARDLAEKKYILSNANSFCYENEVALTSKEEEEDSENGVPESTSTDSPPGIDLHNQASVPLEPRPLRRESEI
* = called active by the depositor; i = inactive.

SMILES | KCNQ2 inh | Kir21 inh
CNc1nc(N/N=C/c2ccc([N+](=O)[O-])cc2)nc(Nc2ccccc2)n1 | i | 0.28
O=C(O)C1=C[C@H](c2ccc3c(c2)OCO3)C[C@H](OCc2ccc(CO)cc2)O1 | i | 0.03
Cc1cc[n+](C(C)C(=O)c2ccc(Cl)cc2)cc1 (stereo not drawn) | i | 0.02
Nn1c(Cc2ccc(Br)cc2)n[nH]c1=S | i | 0.49
COCC1CCCCN1C(=O)C1CCN(c2nc(-c3ccccc3)nc3c2CCC3)CC1 (stereo not drawn) | i | -0.04
Cc1cccc(C2c3[nH]c4ccccc4c3CCN2C(=O)c2cc(C(C)C)nc(N)n2)n1 (stereo not drawn) | i | 0.31
O=C(c1ccccc1)N1CCN(c2nc3ccc([N+](=O)[O-])cc3s2)CC1 | i | -0.72
COCc1nnc(NC(=O)CS(=O)(=O)c2ccc(C)cc2)s1 | i | -0.78
O=C(NCCCN1CCN(Cc2ccccc2)CC1)C1CCN(S(=O)(=O)N2CCC3(CC2)OCCO3)CC1 | i | 0.11
CCn1c(CSc2ncn[nH]2)nc2cc(C(=O)O)ccc21 | i | -1.6
CCN(CC)CCNC(=O)C(Oc1ccccc1)Oc1ccccc1 | i | -0.22
O=C(NCc1nc2ccccc2[nH]1)C1=C[C@H](c2coc3ccccc3c2=O)C[C@H](OCCCCO)O1 | i | 0.85
CC(=O)c1ccc(CC2SC(N)=NC2=O)cc1 (stereo not drawn) | i | -0.04
COc1ccc(/C=C/C(=O)Oc2ccc(/C=N/NC(=O)c3ccccc3)cc2)cc1OC | i | 0.02
COc1cccc(C(=O)NCC(=O)NCc2cc(=O)n(C)c(=O)n2C)c1OC | i | 0.62
COC(=O)c1ccccc1NC(=O)NCC1CCCO1 (stereo not drawn) | i | 0.33
COc1ccc(NC(=O)c2ccccc2Cl)c(NC(=O)c2ccco2)c1 | i | 0.56
CCc1nnc(NS(=O)(=O)c2ccc(NC(=S)NC(=O)c3ccccc3)cc2)s1 | i | 1.9
COc1cc(C(=O)Nc2cccc(-c3nc4cc(C)ccc4o3)c2C)cc(OC)c1OC | i | 0.17
O=C(CSc1ccc2c(c1)OCCO2)NC(=O)Cc1ccccc1 | i | -0.02
O=C(NCN1CCCCC1)c1cccnc1 | i | 1.4
COc1ccc(C(=O)Nc2cccc(C(=O)N3CCN(C)CC3)c2)cc1 | i | -0.92
Cn1c(=O)c2c(nc(CN3CCN(C(=O)c4ccco4)CC3)n2CC(=O)C(C)(C)C)n(C)c1=O | i | 0.67
COc1cccc(C2C=C(c3ccc(Br)s3)Nc3ncnn32)c1OC (stereo not drawn) | -6.6* | -1.7
COc1ccccc1OCC(=O)Nc1ccccn1 | i | 1
(continued)
SMILES | KCNQ2 inh | Kir21 inh
Cc1cc(C)n(C(=O)Cn2nc(C)c(Br)c2C)n1 | i | -1.7
O=C(CSc1nncn1-c1cccnc1)N1CCOCC1 | i | -2.2
O=C(O)C1=NOC(CNc2ncc(C(F)(F)F)cc2Cl)C1 (stereo not drawn) | i | -0.68
COc1cc2c(cc1OC)C(=O)CC(C)S2 (stereo not drawn) | i | -0.08
COc1ccc(/C(N)=N/OC(=O)c2cccc([N+](=O)[O-])c2)cc1OC | i | 0.24
O=C1C=C(N(CCO)CCO)C2(CCCCC2)O1 | i | -0.45
COc1ccc(NS(=O)(=O)c2cc(NC(=O)c3ccc(=O)[nH]c3)ccc2N2CCCC2)cc1 | i | 1.8
CN1C(=O)C(=O)/C(=C(/O)c2ccc(Br)cc2)C1c1cccc([N+](=O)[O-])c1 (stereo not drawn) | i | 0.39
Cc1occc1C(=O)Nc1nnc(C2CCCCC2)s1 | i | 1.4
COC(=O)CSc1nc(N)c(NC(=O)c2ccc(OC)c(OC)c2)c(=O)[nH]1 | i | 0.73
COc1ccc(C(=O)Nc2ccc3nc4n(c(=O)c3c2)CCCC4)cc1[N+](=O)[O-] | i | 0.26
COCCCn1c(-c2ccccc2Cl)n[nH]c1=S | i | -0.34
N/C(=N\OC(=O)c1cc(-c2ccccc2)nc2ccccc12)c1ccccn1 | i | -0.94
COc1cccc(-n2c(SCC(N)=O)nnc2-c2ccncc2)c1 | i | 0.48
CCOC(=O)c1c(C)[nH]c2c1cc(O)c1ccccc12 | i | -0.02
COC(=O)c1cc(=O)n(Cc2ccc3c(c2)OCO3)c(=Nc2ccccc2)s1 | i | 0.75
Cc1ccc(OCCNC(=O)CNC(=O)c2ccc(C)c(C)c2)cc1 | i | -0.29
C=C(C)COc1ccc(-c2ncncc2Oc2ccc(OC)cc2)c(O)c1 | -5.8* | -2.2
COc1cc(C2/C(=C(/O)c3ccc(F)cc3)C(=O)C(=O)N2CCCC(=O)O)ccc1O (stereo not drawn) | i | -0.96
NC(=O)c1ccc(NC(=O)CCCN2C(=O)c3ccccc3C2=O)cc1 | i | 0.03
FC(F)(F)c1ccc(CN2C[C@@H]3C(c4ccc(Cl)nc4)C4(c5ccccc5)CC3(C4)[C@H]2c2ccccc2)cc1 (stereo partly drawn) | i | -0.44
CCOC(=O)c1ccc(NC(=S)Nc2cccc(C)n2)cc1 | i | -1.1
Cc1cc2cc(OCC(=O)O)ccc2n1C | i | 0.91
CCN(CC)S(=O)(=O)c1ccccc1/C=N\O | i | -1.2
CC(C)[C@H](NC(=O)C1(c2ccccc2)CCN(C(=O)OC(C)(C)C)CC1)C(=O)O | i | -1.1

An excerpt of these results, with the structure last.
| KCNQ2 inh | Kir21 inh | canonical_smiles |
| --- | --- | --- |
| i | 0.03 | NC(=O)c1ccc(NC(=O)CCCN2C(=O)c3ccccc3C2=O)cc1 |
| i | -0.44 | FC(F)(F)c1ccc(CN2C[C@@H]3C(c4ccc(Cl)nc4)C4(c5ccccc5)CC3(C4)[C@H]2c2ccccc2)cc1 (stereo partly drawn) |
| i | -1.1 | CCOC(=O)c1ccc(NC(=S)Nc2cccc(C)n2)cc1 |
| i | 0.91 | Cc1cc2cc(OCC(=O)O)ccc2n1C |
| i | -1.2 | CCN(CC)S(=O)(=O)c1ccccc1/C=N\O |

Fetched by structure from the entries so far, two records:
SMILES | KCNQ2 inh | Kir21 inh
COc1ccc(NS(=O)(=O)c2cc(NC(=O)c3ccc(=O)[nH]c3)ccc2N2CCCC2)cc1 | i | 1.8
CN1C(=O)C(=O)/C(=C(/O)c2ccc(Br)cc2)C1c1cccc([N+](=O)[O-])c1 (stereo not drawn) | i | 0.39

(continued)
SMILES | KCNQ2 inh | Kir21 inh
CCN(CC)c1ccc(NC(=O)CCNS(=O)(=O)c2ccc3c(c2)CCC(=O)N3)c(C)c1 | i | 0.42
O=C(O)Cc1ccc(NC(=S)NCc2ccco2)cc1 | i | -0.2
Cc1ccc(NC(=O)COc2coc(CN3CCN(Cc4ccccc4)CC3)cc2=O)cc1 | i | -0.88
C=CCOn1c(=O)c(-c2ccc(F)cc2)[n+]([O-])c2ccccc21 | i | 0.83
COc1ccc(OC(=O)c2cc3cc(Cl)ccc3oc2=O)cc1 | i | 0.14
CC(=O)CC[C@@H](C)O[C@@H]1OC(C)[C@H](O)CC1O (stereo partly drawn) | i | 0.18
COc1ccc(Nc2nc(N)nc(CN3CCc4ccccc4C3)n2)cc1 | i | -1.5
COc1cccc(Oc2cn[nH]c2-c2ccc(OCC(=O)NN)cc2O)c1 | i | -1.2
Cc1cccc(N(C(=O)c2csnn2)C(C(=O)NC(C)(C)C)c2cccnc2)c1 (stereo not drawn) | i | 1.8
Cc1cc(NC(=O)COC(=O)CCNS(=O)(=O)c2ccccc2)n(-c2ccccc2)n1 | i | -0.67
CCCCNC(=O)N(O)C1N(/N=C/c2ccccc2OC)C(=S)SC1(C)C (stereo not drawn) | i | 0.11
COc1ccc(C(=O)NCC(=O)N2CCN(c3ccc(F)cc3)CC2)cc1 | i | -0.8
C(=N/N1CCN(c2ccccc2)CC1)/c1ccncc1 | i | 0.02
O=C(/C=C/c1cccc([N+](=O)[O-])c1)NCCSCc1ccc(Cl)cc1 | i | -0.87
CN(C)c1ccc(/C=N/NC(=O)C2CC2c2ccccc2)cc1 (stereo not drawn) | i | -1.2
Cc1cc(C)n(C(=O)CNC(=O)c2ccc(Cl)cc2Cl)n1 | i | 1.2
CC(NC(=O)COC(=O)CCc1ccccc1)c1ccccc1 (stereo not drawn) | i | -0.01
c1ccc2c(c1)CCN(Cc1nnnn1Cc1ccc3c(c1)OCO3)C2 | i | -3.5
CNc1ccc(/C=C2\COc3ccccc3C2=O)cc1[N+](=O)[O-] | i | -0.39
CC(=O)Oc1ccc(OC(C)=O)c(S(=O)(=O)c2ccc(C)c(C)c2)c1 | i | -0.13
COc1cccc(C(=O)NCc2ccc(-c3nc4ccccc4s3)cc2)c1 | i | -0.1
CCc1ccc(N2CC(C(=O)N3CCCCCC3)CC2=O)cc1 (stereo not drawn) | i | 0.3
CCC(c1nnnn1Cc1cccs1)N1CCN(c2nc3ccccc3s2)CC1 (stereo not drawn) | i | -0.73
COc1cc(OC)c(C(=O)NC23CC4CC(CC(C4)C2)C3)cc1OC | i | 0.2
CC1=NN(c2nc3ccccc3s2)C(O)(C(F)(F)F)C1 (stereo not drawn) | i | -1

An excerpt from above in order of molecular weight, smallest number first.
SMILES | KCNQ2 inh | Kir21 inh
CN(C)c1ccc(/C=N/NC(=O)C2CC2c2ccccc2)cc1 (stereo not drawn) | i | -1.2
CNc1ccc(/C=C2\COc3ccccc3C2=O)cc1[N+](=O)[O-] | i | -0.39
C=CCOn1c(=O)c(-c2ccc(F)cc2)[n+]([O-])c2ccccc21 | i | 0.83
COc1cc(OC)c(C(=O)NC23CC4CC(CC(C4)C2)C3)cc1OC | i | 0.2
Cc1cc(NC(=O)COC(=O)CCNS(=O)(=O)c2ccccc2)n(-c2ccccc2)n1 | i | -0.67

Next part.
SMILES | KCNQ2 inh | Kir21 inh
COc1ccc(-c2oc3ncn4nc(Cc5ccccc5)nc4c3c2-c2ccc(OC)cc2)cc1 | i | 0.02
O=S1(=O)[C@H]2C[C@@H]3C=C[C@@]2(CN1Cc1cccc(C(F)(F)F)c1)O3 | i | 0.12
Cc1nn(CC(=O)N(C)C2CCS(=O)(=O)C2)c(C)c1[N+](=O)[O-] (stereo not drawn) | i | 0.04
COc1cc(/C=N/NC(=O)c2cccc(N3CCCC3=O)c2)ccc1O | i | 0.62
COc1ccc(CNC(=O)CSc2nnnn2-c2ccc(O)cc2)cc1 | i | -0.05
CC1CCCC/C1=N\NS(=O)(=O)c1ccc(Br)cc1 (stereo not drawn) | i | 0.28
CC(C)c1ccc(NC(=S)NC2CCN(Cc3ccccc3)CC2)cc1 | i | 0
O=C(c1cccc(Oc2c(Cl)cccc2[N+](=O)[O-])c1)N1CCCCC1 | i | -4.1
COc1ccc(OC2OC3COC(C)(C)OC3C(O)C2NC(C)=O)cc1 (stereo not drawn) | i | -0.06
C/C(=N\NC(N)=S)C1=CCC2C3CC[C@H]4CC(O)CC[C@]4(C)C3CC[C@]12C (stereo partly drawn) | i | 0.33
Cc1nc(N2CCN(C)CC2)c2sc(=S)n(-c3ccccc3)c2n1 | i | -0.8
O=C(Cn1nc(-c2ccccc2)ccc1=O)NCC1COCCO1 (stereo not drawn) | i | -0.64
CC1(C(=O)NC23CC4CC(CC(C4)C2)C3)CC1(Cl)Cl (stereo not drawn) | i | -1.7
CCc1ccc(OCc2cccc(C(=O)N/N=C\c3cnn(C)c3C)c2)cc1 | i | -0.26
Nc1cccc2c1C(=O)N(c1ccccc1)C2=O | i | -1.6
CS(=O)(=O)N1CCC(CO)(Cc2ccccc2C(F)(F)F)CC1 | i | -0.35
NNc1ncnc2scc(-c3ccc(Cl)cc3)c12 | i | 0.23
NC(=O)C1CCN(C(=O)COc2ccc3c4c(c(=O)oc3c2)CCCC4)CC1 | i | 1.3
CNc1cc(-n2nc(C)cc2-c2ccccc2)ncn1 | i | 0.36
COc1ccccc1NC(=S)N(Cc1ccc(Cl)cc1)CC1CCC(C(=O)O)CC1 (stereo not drawn) | i | -0.92
CCOC(=O)[C@@H]1[C@H]2COc3ccc(Br)cc3[C@@H]2N2C(=O)N(c3ccc(Br)cc3)C(=O)[C@]12C | i | 1.4
NC(=S)C1COc2ccccc2O1 (stereo not drawn) | i | -0.03
COc1ccc(Cl)cc1C(=O)NNC(=S)NC(=O)c1cc(-c2ccc(Cl)cc2)nc2ccccc12 | i | 1
Cc1cc(Oc2cc(N)cc([N+](=O)[O-])c2)ccc1Cl | i | -0.05
O=C(CSc1nnc(NCc2ccccc2)s1)N1CCOCC1 | i | -0.39
Other structures follow:
SMILES | KCNQ2 inh | Kir21 inh
CC(CCc1ccccc1)NCC#N (stereo not drawn) | i | 2.3
CC(C)(C)NC(=O)NC(=O)COC(=O)c1cc[n+]([O-])cc1 | i | 2.6
Cc1nn(-c2ccccc2)c(-c2ccccc2[N+](=O)[O-])c1C(=O)O | i | -0.12
CCOc1ccccc1NC(=S)NC(=O)C1CCCCC1 | i | 0.56
O=C(O)c1ccc2c(=O)n3c(nc2c1)/C(=C/c1ccccc1C(F)(F)F)CCCC3 | i | 0.73
CCOC(=O)c1c(OCCO)noc1N | i | 0.5
CCc1c(OC(C)=O)c2ccccc2n(C)c1=O | i | 0.46
C=CCNC(=S)NNC(=O)CSc1nc2ccccc2s1 | i | 0.57
COc1ccc(CNC(=O)C2CCNCC2)cc1 | i | -1
Cc1ccc(C)c(NC(=S)N(CCN(C)C)C(C)c2ccccn2)c1 (stereo not drawn) | i | 2.1
Cc1c(-n2c(SCC(=O)N(C)C3CCS(=O)(=O)C3)nc3ccccc3c2=O)c(=O)n(-c2ccccc2)n1C (stereo not drawn) | i | -1.8
Fc1ccccc1OCCSc1nnnn1-c1ccccc1 | i | -0.37
CCOC(=O)Cc1csc(NC(=O)CCc2ccccc2)n1 | i | 0.04
CC(C)CNC(=S)N1CCN(C)CC1 | i | 0.11
CCN(CC)CCN(Cc1cc2cc3c(cc2[nH]c1=O)OCCO3)C(=S)NCC(C)C | i | -0.16

Screening results (PubChem BioAssay)
